Assay outcomes from PubChem.
Mdm2 MdmX PPI – disrupts the human Mdm2-MdmX interaction. O15151+Q00987. SaOS-2 split-luciferase Mdm2/MdmX complementation, luminescence. inhibition, % at 8 µM. actives 3% (n = 330,000). AID 485346;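 active = inhibition of at least 50% at 8 µM in the primary screen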
Target sequence (O15151 whole entry, looked up): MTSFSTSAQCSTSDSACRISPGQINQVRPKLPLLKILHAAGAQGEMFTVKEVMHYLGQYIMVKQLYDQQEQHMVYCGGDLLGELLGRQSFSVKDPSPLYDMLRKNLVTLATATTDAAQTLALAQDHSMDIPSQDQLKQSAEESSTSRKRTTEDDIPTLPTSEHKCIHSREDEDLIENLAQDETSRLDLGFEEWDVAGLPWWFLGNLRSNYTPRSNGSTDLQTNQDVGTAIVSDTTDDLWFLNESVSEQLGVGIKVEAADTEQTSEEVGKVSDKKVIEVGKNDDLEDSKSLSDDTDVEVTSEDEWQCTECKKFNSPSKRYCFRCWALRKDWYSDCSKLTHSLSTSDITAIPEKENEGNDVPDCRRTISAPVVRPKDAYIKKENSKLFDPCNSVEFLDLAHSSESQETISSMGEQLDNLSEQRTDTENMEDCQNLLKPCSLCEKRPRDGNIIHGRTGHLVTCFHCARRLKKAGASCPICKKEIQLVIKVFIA
Target sequence (Q00987 whole entry, looked up): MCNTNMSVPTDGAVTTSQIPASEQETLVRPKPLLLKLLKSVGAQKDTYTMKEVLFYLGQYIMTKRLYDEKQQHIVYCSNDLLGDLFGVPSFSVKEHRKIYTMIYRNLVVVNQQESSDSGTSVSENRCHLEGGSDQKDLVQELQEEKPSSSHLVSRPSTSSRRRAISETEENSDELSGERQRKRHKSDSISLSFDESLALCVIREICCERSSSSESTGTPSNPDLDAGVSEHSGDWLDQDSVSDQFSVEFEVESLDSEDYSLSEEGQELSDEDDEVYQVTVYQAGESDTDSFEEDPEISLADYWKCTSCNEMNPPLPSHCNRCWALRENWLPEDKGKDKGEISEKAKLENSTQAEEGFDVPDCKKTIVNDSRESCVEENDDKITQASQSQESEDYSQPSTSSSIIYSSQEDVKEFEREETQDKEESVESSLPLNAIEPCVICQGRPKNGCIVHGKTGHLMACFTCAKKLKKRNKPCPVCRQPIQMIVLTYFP
TIM10 inh – growth inhibitors of TIM10 yeast strain. AID 463195. inhibition, % at 10 µM. S. cerevisiae TIM10 strain growth, BacTiter-Glo luminescence, 24 h. actives 1.4% (n = 330,000);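 active = inhibition of 40% or more at the single tested concentration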;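 also: wild-type TIM10 isogenic control strain grown at permissive 25 °C; 0% = DMSO yeast wells and 100% = minimal medium wells without yeast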
tim10-1 inh – growth inhibitors of tim10-1 mutant yeast | S. cerevisiae tim10-1 ts strain growth, BacTiter-Glo, 24 h | inhibition, % at 20 µM | actives 2.2% (n = 330,000);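 active = inhibition of at least 40%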;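 also: mutant grown at 25 °C; 0% = DMSO wells with yeast and 100% = wells holding no yeast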
697 NFkB inh – inhibitors of the PMA/ionomycin-induced NF-kB reporter in 697 B cells | AID 435022 | 697 B-cell NF-kB luciferase reporter, 16 h | inhibition, % at 4 µM | actives 0.33% (n = 330,000); in the data active = inhibition above about 35%
tim23-1 inh – tim23-1 yeast growth inhibition; S. cerevisiae tim23-1 growth, BacTiter-Glo luminescence, 24 h; actives 1.3% (n = 330,000); AID 463212; inhibition, % at 20 µM;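 active = growth inhibition of the mutant yeast at or above 50%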;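 also: temperature-sensitive mutant grown at 25 °C; plate controls were DMSO-treated mutant yeast for no effect and medium wells lacking yeast for full effect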
UPR XBP1 act – activators of adaptive arm of unfolded protein response (XBP1); CHO-XBP1 luciferase reporter, IRE1-XBP1 UPR activation, luminescence; percent of tunicamycin response, DMSO as zero; activation, % at 20 µM; actives 0.33% (n = 330,000); AID 463104;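 active = versus positive control, 20 µM dose yields 30% or more activation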;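 also: 100% = tunicamycin at 10 µg/mL and 0% = DMSO only wells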
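incubation = overnight seeding at 37 °C, 6 h compound treatment at 37 °C | assay system = CHO-XBP1 cells stably carrying IRE1-XBP1-driven luciferase reporter | input = 1000 cells per well | detection = luciferase luminescence | dosing = single point, 20 µM final compound, 1% DMSO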
Jurkat NFkB inh – lowers PMA/ionomycin-induced NF-kB signal in Jurkat cells; PMA/ionomycin-induced NF-kB luciferase reporter, luminescence; inhibition, % at 4 µM; actives 0.53% (n = 330,000); AID 435003; in the data active = inhibition above about 50%
UPR CHOP act – apoptotic UPR (CHOP) activation | activation, % at 10 µM | actives 0.34% (n = 330,000) | CHO-CHOP luciferase reporter, luminescence; percent of tunicamycin response over DMSO baseline;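 active = at 10 µM dose, activation of 40% or more, normalized to positive control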;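 also: 100% = tunicamycin at 10 µg/mL and 0% = DMSO alone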
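Test system: CHO CHOP reporter cells. Input: 500 CHO-CHOP cells per well. Medium: F12 with 10% FBS. Technique: luciferase luminescence. Measure: percent activation relative to tunicamycin control. Dosing: 10 µM compound, 0.5% DMSO. Timing: 16-18 h cell attachment, then 6 h compound exposure, 37 °C.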
An asterisk follows results filed as active.

SMILES	Mdm2 MdmX PPI	TIM10 inh	tim10-1 inh	697 NFkB inh	tim23-1 inh	UPR XBP1 act	Jurkat NFkB inh	UPR CHOP act
CC1CC(C)CN(S(=O)(=O)c2ccc(NC(=O)C3CC(=O)N(Cc4ccccc4)C3)cc2)C1 (stereo not drawn)	2	0	1	-31	0	-5	6	-1.4
COCCn1c(SCC(=O)Nc2ccc(C(C)=O)cc2)nc2c([nH]c3ccccc32)c1=O	14	-11	-1	12	13	0	-14	-0.2
CCNC(=S)NC1CC2CCCC(C1)N2Cc1ccco1 (stereo not drawn)	1	-8	-11	14	8	-2	-20	-0.4
O=C(NN1C(=O)c2ccccc2NC1c1ccccn1)c1ccc(Br)cc1 (stereo not drawn)	9	10	17	3	13	0	-3	-0.4
Cn1c(CS/C(N)=N/N=C/c2ccccc2)c(Br)c(=O)n1-c1ccccc1	-39	24	23	10	14	1	-38	6.3
O=S(=O)(Nc1nc2ccccc2nc1NCCN1CCOCC1)c1cccc(Cl)c1	-2	14	23	16	26	-3	-14	0.3
CNC(=O)c1ccsc1NC(=O)CS(=O)(=O)c1ccccc1	-12	-3	-1	12	13	3	6	-0.9
Cc1cc(C)c(C(=O)OCc2csc(CC(=O)Nc3ccccc3C)n2)c(C)c1	11	-14	6	20	11	-10	6	1.5
O=C(Nc1cnn(Cc2ccc(F)cc2)c1)c1cnn2c(C(F)F)cc(-c3ccccc3)nc12	34	9	2	-4	-9	2	14	-0.5
CC(=O)Nc1ccc(S(=O)(=O)Nc2nccs2)cc1	10	-5	-9	8	-6	-4	-8	0.5
O=C1C2C(C(=O)N1/N=C/c1ccc(N3CCCCC3)o1)C1C=CC2C12CC2 (stereo not drawn)	15	6	4	-7	6	2	7	0.7
CCc1ccc(-c2csc(-c3c[nH]c4ccccc34)n2)cc1	-214	31	33	-85	27	2	-56	8.5
O=C(NCc1ccc(Cl)cc1)c1cccnc1	2	1	16	11	9	-2	6	-1.6
COc1ccc2c(c1)-c1nc(NC(=O)c3ccco3)sc1CC2	-34	25	58*	-76	57*	1	-47	3.6
CCOC(=O)N1CCC(Nc2c(NCCCN(CC)CC)c(=O)c2=O)CC1	-3	-22	-14	10	-13	-4	-11	-0.1
CCC(=O)N1CCc2cc(S(=O)(=O)NC(C(=O)NCc3ccccc3)C(C)C)ccc21 (stereo not drawn)	-4	-5	22	-9	-1	2	-6	0.3
Cc1cc(NC(=O)CSc2ccccn2)no1	19	14	2	9	8	0	-3	4.1
COc1cccc(C(=O)NC2CCN(CC(=O)Nc3c(C)cc(C)cc3C)CC2)c1	17	-195	-30	-3	-44	0	-8	2.4
O=C(NNC(=O)c1ccc(O)cc1O)c1ccc(Cl)cc1	2	0	-10	-28	1	1	-1	-0.2
COCCn1c(SCC(=O)NC2CCCC2)nnc1C(C)C	13	5	-16	13	7	-4	-10	0.9
CC(=O)O/N=C(/C)c1ncc(C(F)(F)F)cc1N1CCOCC1	-2	-1	14	13	6	-2	-5	-1.1
CC(=O)c1cccc(NC(=O)N2CCCC(C(=O)c3cc(F)ccc3F)C2)c1 (stereo not drawn)	-9	7	8	10	11	-2	-8	-1.6
C[C@H](CO)N1C[C@H](C)[C@@H](CN(C)Cc2ccc(C(=O)Nc3ccccc3N)cc2)Oc2c(NC(=O)C3CCCCC3)cccc2C1=O	33	9	4	-5	11	2	-10	1.1
CCN1CCN(c2cc(C)c3cc(NC(=S)NCc4cccs4)ccc3n2)CC1	11	-9	4	-45	8	2	-23	1.9
O=C(CCN1C(=O)/C(=C/c2ccccc2)SC1=S)NCCc1ccc(O)cc1	98*	7	15	-23	16	-5	13	-2.3
O=c1c2cnn(-c3ccc(F)cc3)c2ncn1Cc1cccnc1	34	-23	21	-28	5	-2	-34	-1.8
CN(C(=O)CSc1nnc(-c2ccco2)n1N)C1CCCCC1	1	1	14	4	5	4	13	0.8
O=C(CN(C(=O)CNS(=O)(=O)c1ccc(F)cc1)c1ccccc1F)NCc1ccco1	2	-5	-2	-4	9	-6	-12	-0.8
C1CCC(n2nnnc2CN2CCCC2)CC1	-40	1	12	-30	9	-3	-5	-0.6
O=C(O)c1ccccc1C(=O)Nc1ccc(-n2ccc(C(F)(F)F)n2)cc1	-22	15	23	16	5	-5	12	0.2
CCCNC(=S)Nc1cccc(C(F)(F)F)c1	-20	21	7	12	31	-1	12	-0.5
COc1ccccc1N1CCN(c2nc3ccccc3nc2C(C#N)C(=O)OC(C)C)CC1 (stereo not drawn)	17	15	26	10	21	-2	14	0.3
CSc1ccccc1NC(=S)N/N=C/c1cccn1Cc1ccc(F)cc1	25	23	44*	-11	12	-3	-5	-0.8
COc1cccc(-n2nnnc2SCC(=O)Nc2ccccc2OC)c1	-9	-12	20	11	19	0	-12	0.5
CC(C)C(=O)Nc1cccc(C(=O)Nc2ccccc2C(=O)O)c1	15	-11	12	1	-9	1	-5	-1.2
O=C(CN(Cc1ccc2c(c1)OCO2)C(=O)CNC(=O)c1ccco1)NC1CCCCC1	-6	0	16	6	14	-1	11	-1.7
CCOC(=O)CSc1nnc(C2CCCCC2)n1C	-25	5	17	10	17	-1	9	2.5
O=C(CSc1ccc(-c2ccccc2)nn1)N1CCCc2ccccc21	-21	1	14	-41	23	2	4	0.0
Nc1ccccc1-c1nnn(CC(=O)Nc2ccc3c(c2)OCCO3)n1	0	-13	-52	-7	-1	1	13	-0.9
CCN(CC)S(=O)(=O)c1ccc(N2Cc3ccccc3C2=N)cc1	-4	5	2	2	7	-2	-5	0.8
COc1ccc(CNCc2cc(C)c(OC)cc2C)c(OC)c1	28	1	4	-3	-6	-5	1	1.6
CC(C)Cn1nc(C(=O)OCC(=O)NCC(F)(F)F)c2ccccc2c1=O	7	3	14	-44	8	-3	-9	-1.2
COc1ccc2c(C)c(C(=O)O)oc2c1	-17	-8	3	-10	6	-1	-14	1.2
CCC/C=N/NC(=O)C1COc2ccccc2O1 (stereo not drawn)	0	3	23	17	16	-1	-13	-0.4
CN(Cc1cccnc1)C(=O)CC1C(=O)NCCN1Cc1ccc(-c2ccccc2)cc1 (stereo not drawn)	-25	10	-6	10	5	-1	3	-1.4
CCc1nnc(NS(=O)(=O)c2ccc(NC(=S)NC(=O)/C=C/c3cccs3)cc2)s1	-29	16	29	4	96*	0	9	-0.3
COc1cccc(C(=O)N/N=C(\C)CC(=O)Nc2ccc(N(C)C)cc2)c1	19	6	-6	13	3	-6	-3	-0.3
O=c1[nH]nc(-c2ccc(NCCO)c([N+](=O)[O-])c2)c2ccccc12	22	3	-1	11	4	4	-12	-0.7
O=C(CN1CCN(S(=O)(=O)c2ccc(Cl)cc2)CC1)NCC1(N2CCOCC2)CCCCC1	12	9	-2	1	-1	-3	-16	1.8
O=C1/C(=C\c2cccs2)Sc2ccc3ccccc3c21	-146	28	16	-155	13	0	-157	1.9
New compounds follow.
SMILES	Mdm2 MdmX PPI	TIM10 inh	tim10-1 inh	697 NFkB inh	tim23-1 inh	UPR XBP1 act	Jurkat NFkB inh	UPR CHOP act
CCOc1ccc(NC(=S)NN2C(C)CCCC2C)cc1 (stereo not drawn)	6	-16	26	11	1	-1	12	2.8
CCOC(=O)c1cccc(NC(=O)CCn2nc(C)c(S(=O)(=O)N3CCCCC3)c2C)c1	-20	9	2	-11	5	2	17	-0.4
NNc1nc2sc3c(c2c(=O)n1-c1ccccc1)CCCC3	1	57*	49*	-44	-13	-2	6	0.1
CC(=O)Nc1ccc2c(c1)nc(CCN1CCC(C)CC1)n2C	-6	-11	5	10	-12	2	0	-1.2
Cc1nc2ccc(S(=O)(=O)NCC(=O)N3CCCCC3)cc2s1	-26	-2	2	-12	-2	3	9	0.8
COc1ccc(NC(=O)C(=O)N/N=C/c2cc(C)n(-c3cccc(Cl)c3Cl)c2C)c(OC)c1	19	11	11	9	23	6	8	-1.7
C=C(C)Cn1c(NCCOC)nc2c1c(=O)[nH]c(=O)n2C	6	13	5	0	2	-2	4	-1.4
Cc1ccc(/C=[N+](/[O-])C2SC(=S)N(C)C2(C)C)cc1 (stereo not drawn)	6	1	22	7	7	1	-1	-2.0
COc1ccc(C2c3[nH]c4ccccc4c3C[C@H]3C(=O)N(CCCO)CC(=O)N23)c(OC)c1 (stereo partly drawn)	7	10	12	3	4	-3	0	0.0
O=C(Cn1cnc([N+](=O)[O-])n1)NCCO	6	-8	-3	21	8	0	19	0.3

Individual results from the entries so far:
Entry for Cc1nc2ccc(S(=O)(=O)NCC(=O)N3CCCCC3)cc2s1 under tim23-1 inh: -2
Entry for CC(=O)Nc1ccc2c(c1)nc(CCN1CCC(C)CC1)n2C under tim10-1 inh: 5
Entry for O=C(Cn1cnc([N+](=O)[O-])n1)NCCO under Mdm2 MdmX PPI: 6
Entry for NNc1nc2sc3c(c2c(=O)n1-c1ccccc1)CCCC3 under tim10-1 inh: 49*

By substructure, those above with an NH in an aromatic ring (5)
SMILES	Mdm2 MdmX PPI	TIM10 inh	tim10-1 inh	697 NFkB inh	tim23-1 inh	UPR XBP1 act	Jurkat NFkB inh	UPR CHOP act
COCCn1c(SCC(=O)Nc2ccc(C(C)=O)cc2)nc2c([nH]c3ccccc32)c1=O	14	-11	-1	12	13	0	-14	-0.2
CCc1ccc(-c2csc(-c3c[nH]c4ccccc34)n2)cc1	-214	31	33	-85	27	2	-56	8.5
O=c1[nH]nc(-c2ccc(NCCO)c([N+](=O)[O-])c2)c2ccccc12	22	3	-1	11	4	4	-12	-0.7
C=C(C)Cn1c(NCCOC)nc2c1c(=O)[nH]c(=O)n2C	6	13	5	0	2	-2	4	-1.4
COc1ccc(C2c3[nH]c4ccccc4c3C[C@H]3C(=O)N(CCCO)CC(=O)N23)c(OC)c1 (stereo partly drawn)	7	10	12	3	4	-3	0	0.0

Following part
SMILES	Mdm2 MdmX PPI	TIM10 inh	tim10-1 inh	697 NFkB inh	tim23-1 inh	UPR XBP1 act	Jurkat NFkB inh	UPR CHOP act
O=C(O)C1CCCN1C1=NS(=O)(=O)c2ccccc21 (stereo not drawn)	-21	11	-17	-13	3	1	-7	-0.9
COC(=O)c1ccccc1NC(=O)CSc1n[nH]c(-c2ccco2)n1	-6	0	14	-1	30	11	-6	0.7
CC(C)(C)C1=CC(=O)C(N2CCOCC2)=CC1=O	18	13	17	-6	30	-1	20	3.3
Cc1cc(Cl)ccc1OCC(=O)NCC(=O)N/N=C/c1ccco1	8	-31	-9	16	-12	0	-10	-0.8
CC(/C=N/NC(=O)c1cccnc1)=C\c1ccccc1	-52	-8	-8	-63	15	2	-38	3.4

5 compounds from above, sorted by formula weight, smallest number first:
SMILES	Mdm2 MdmX PPI	TIM10 inh	tim10-1 inh	697 NFkB inh	tim23-1 inh	UPR XBP1 act	Jurkat NFkB inh	UPR CHOP act
CC(/C=N/NC(=O)c1cccnc1)=C\c1ccccc1	-52	-8	-8	-63	15	2	-38	3.4
O=C(O)C1CCCN1C1=NS(=O)(=O)c2ccccc21 (stereo not drawn)	-21	11	-17	-13	3	1	-7	-0.9
Cc1cc(Cl)ccc1OCC(=O)NCC(=O)N/N=C/c1ccco1	8	-31	-9	16	-12	0	-10	-0.8
COC(=O)c1ccccc1NC(=O)CSc1n[nH]c(-c2ccco2)n1	-6	0	14	-1	30	11	-6	0.7
COc1ccc(C2c3[nH]c4ccccc4c3C[C@H]3C(=O)N(CCCO)CC(=O)N23)c(OC)c1 (stereo partly drawn)	7	10	12	3	4	-3	0	0.0
